Screening results from PubChem BioAssay.
Pol kappa inh: qHTS for Inhibitors of Polymerase Kappa; Potency, µM (top dose mostly 107 µM), without a hit: at the top dose activity, negative = inhibition, most hits filed as inhibitors; DNA polymerase kappa (Homo sapiens), Q9UBT6; actives 0.53% (n = 400,000); purified Pol kappa, fluorescent DNA synthesis assay, 10 min; note: % is set by controls: 0 for no effect and ±100 for the full control effect
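Kinetic fluorescence screen: compound preincubated 15 min RT with 10 nM enzyme; 50 nM substrate (final) initiates; reads at 0/10 min.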
Apoferritin bind: qHTS Assay for Identification of Novel General Anesthetics | Ferritin light chain (Equus caballus), P02791 | apoferritin/1-aminoanthracene competitive binding, fluorescence | Potency, µM (top dose mostly 77.5 µM), without a hit: top-dose activity change, negative = displacement, most hits filed as inhibitors | actives 0.074% (n = 350,000) | AID 485281, 2010; note: % is set by controls: 0 for no effect and ±100 for the full control effect; nearly all actives have a fitted effect of over 20% in size
Target sequence (P02791 2-175 limits assumed): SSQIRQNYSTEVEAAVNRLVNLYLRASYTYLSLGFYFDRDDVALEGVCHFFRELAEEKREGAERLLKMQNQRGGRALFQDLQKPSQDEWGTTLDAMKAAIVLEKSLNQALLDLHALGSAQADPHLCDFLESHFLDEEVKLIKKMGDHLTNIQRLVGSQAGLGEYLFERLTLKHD
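Read-out: endpoint 1-AMA fluorescence, excitation 380 nm and emission 535 nm, after compounds sit 10 min at room temperature with 10 uM horse-spleen apoferritin in 50% saturated 1-AMA/PBS. Values come from four-parameter Hill fits.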
BLM helicase inh: qHTS Assay for Inhibitors of Bloom's syndrome helicase (BLM); RecQ-like DNA helicase BLM (Homo sapiens), P54132; recombinant BLM DNA unwinding, fluorescence dequenching; Potency, µM (highest dose often 56.1 µM), without a hit: at the top dose activity change, negative = inhibition, actives largely listed as inhibitors; actives 0.2% (n = 350,000);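 note: plate controls were vehicle for no effect and no enzyme for full effect; nearly all actives have a fitted effect of over 35% in size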
G9a block: qHTS Assay for Inhibitors of Histone Lysine Methyltransferase G9a; Histone-lysine N-methyltransferase EHMT2 (Homo sapiens), Q96KQ7; Potency, µM (titrated, usually from 102 µM), for the others: at the highest dose activity, negative = inhibition, most hits filed as inhibitors; G9a H3K9 monomethylation, AlphaScreen, 2 h; actives 8.8% (n = 350,000); note: % is set by controls: 0 for no effect and ±100 for the full control effect; nearly all actives have a fitted effect of over 75% in size
Target sequence (Q96KQ7 913-1193 limits assumed): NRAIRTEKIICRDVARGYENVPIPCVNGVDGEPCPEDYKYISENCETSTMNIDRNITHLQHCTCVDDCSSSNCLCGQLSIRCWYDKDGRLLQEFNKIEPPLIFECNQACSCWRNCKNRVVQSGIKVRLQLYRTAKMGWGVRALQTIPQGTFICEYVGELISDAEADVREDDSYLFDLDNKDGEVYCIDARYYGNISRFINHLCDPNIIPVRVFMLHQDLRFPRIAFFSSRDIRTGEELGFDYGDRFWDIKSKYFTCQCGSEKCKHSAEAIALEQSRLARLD
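AlphaScreen detection with an anti-monomethyl H3K9 antibody quantified product after a 2 h room-temperature reaction containing 500 nM biotinylated H3K9 peptide, 20 µM SAM and 20 nM enzyme, which had been preincubated 15 min with compound.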
POLB inh: qHTS Assay for Inhibitors of DNA Polymerase Beta; Potency, µM (top dose mostly 114 µM), inactives show at the highest dose activity change, negative = inhibition, most hits filed as inhibitors; P06746; Pol beta primer extension/strand displacement, fluorescence kinetic; actives 1.3% (n = 340,000); AID 485314, 2010; note: % is set by controls: 0 for no effect and ±100 for the full control effect
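10 nM enzyme + cpd, 15 min RT; start with substrate 50 nM final; read 0 min and after 10 min RT. Corrected, normalized data; 4-parameter Hill curve fit.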
BAZ2B inh: qHTS Assay for Inhibitors of BAZ2B; Bromodomain adjacent to zinc finger domain protein 2B (Homo sapiens), Q9UIF8; Potency, µM (doses to about 114 µM), inactives show at the top dose activity change, negative = inhibition, most hits filed as inhibitors; AID 504333, 2011; AlphaScreen BAZ2B-H3K14Ac peptide displacement; actives 4.4% (n = 360,000); note: % is set by controls: 0 for no effect and ±100 for the full control effect; nearly all actives have a fitted effect of over 60% in size
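BAZ2B (50 nM) with biotin-H3(5-23)K14Ac peptide (50 nM) in PBS pH 7.4, 0.01% Tween-20, preformed 30 min, then compound 30 min at room temperature; top concentration 110uM. AlphaScreen streptavidin donor/nickel chelate acceptor beads (10 ug/mL final), 20 min dark, signal read.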
POLI inh: qHTS for Inhibitors of Polymerase Iota; Potency, µM (top dose mostly 115 µM), without a hit: at the highest dose activity, negative = inhibition, most hits filed as inhibitors; Pol iota fluorescent replication assay, 10 min; actives 1% (n = 390,000); DNA polymerase iota (Homo sapiens), Q9UNA4; AID 588590, 2011
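Fluorescent replication assay read twice, at 0 min and 10 min after adding 50 nM (final) substrate. Enzyme (10 nM) and compounds were first incubated 15 min at room temperature; enzyme-free buffer wells were negative controls.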
APE1 inh: qHTS Assay for Inhibitors of the Human Apurinic/apyrimidinic Endonuclease 1 (APE1) | DNA repair nuclease/redox regulator APEX1 (Homo sapiens), P27695 | AID 2517, 2012 | Potency, µM (titrated, usually from 65.8 µM), without a hit: top-dose activity change, negative = inhibition, most hits filed as inhibitors | actives 0.35% (n = 350,000) | recombinant APE1, TAMRA/BHQ-2 abasic DNA cleavage fluorescence;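 note: plate controls were vehicle for no effect and reference inhibitor for full effect; nearly all actives have a fitted effect of over 55% in size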
Target sequence (P27695 whole entry, looked up): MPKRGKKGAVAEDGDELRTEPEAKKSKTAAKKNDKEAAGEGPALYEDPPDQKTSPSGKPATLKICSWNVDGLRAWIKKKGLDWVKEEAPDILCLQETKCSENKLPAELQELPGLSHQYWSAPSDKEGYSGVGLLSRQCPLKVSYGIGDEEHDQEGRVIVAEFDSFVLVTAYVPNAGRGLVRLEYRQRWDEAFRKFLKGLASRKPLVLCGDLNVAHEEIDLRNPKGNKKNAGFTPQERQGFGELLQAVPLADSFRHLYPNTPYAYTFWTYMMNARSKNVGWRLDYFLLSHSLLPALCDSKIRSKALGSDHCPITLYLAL
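Measures dequenching upon AP-site incision of a 5'-TAMRA/3'-BHQ-2 THF-containing duplex, 50 nM; human APE1 0.75 nM after 15 min room-temperature exposure to compound; kinetic three-point read at one-minute spacing.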
POLH inh: qHTS for Inhibitors of Polymerase Eta. DNA polymerase eta (Homo sapiens), Q9Y253. recombinant Pol eta, fluorescent DNA replication assay. Potency, µM (top dose mostly 114 µM), without a hit: at the top dose activity change, negative = inhibition, most hits filed as inhibitors. actives 1.2% (n = 390,000); note: % is set by controls: 0 for no effect and ±100 for the full control effect
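Fluorescent replication assay: 50 nM final substrate added after a 15 min room-temperature compound preincubation with 10 nM enzyme. Signal taken at 0 min and again at 10 min.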
* marks the source's active call; other numbers are inactive results; u = inconclusive; x = no result given; & = joins results of further samples; ! = not active in a repeat; [ ] = another dose, or the depositor's remark. Calls come from the whole dose curve; as a rule, active = well fitted curve in the direction sought with a large enough effect; inconclusive = small, poorly fitted or top-dose-only effect, or another doubt; inactive = no such curve, though single readings can be large; an effect the other way counts as inactive or inconclusive. Potency is the fitted concentration of half-maximal effect.

Every second line gives: Pol kappa inh | Apoferritin bind | BLM helicase inh | G9a block | POLB inh | BAZ2B inh | POLI inh | APE1 inh | POLH inh
O=S(=O)(c1ccc(F)c(F)c1)N1CCN(c2ccccn2)CC1
  -8.4% | -1.1% | -2.6% | -4.3% | 2.4% | -6.1% | 21.8% | 6.6% | 1.1%
O=C(COc1ccc2ccccc2c1)NC1CC(=O)N(c2ccccc2)C1 (stereo not drawn)
  -13.2%[60.1 µM] | -4.7% | 0.4% | 36.3%[59 µM] | -12.2% | 3.9% | -9.7% | x | -17.2%
CC(C)c1ccc(OCC(=O)NC(C)c2ccccc2)cc1 (stereo not drawn)
  -8.7% | -4.6% | -7.3% | 13.4% | -5.9% | -3.3% | 84.3%[activator] | -14.0% | -13.2%
CC(N)CCCP(=O)(O)O (stereo not drawn)
  1.0%[19.4 µM] | 4.6% | x | 8.0%[59 µM] | x | x | x | -2.5% | x
Fc1ccccc1-n1ncc2c1ncn1nc(Cc3ccccc3)nc21
  4.8% | -10.5% | -3.6% | -9.6%[59 µM] | 0.5% | 4.1% | 17.9% | x | x
COc1cc2c(cc1OC)[C@@H](NC(=O)Cc1ccc(F)cc1)[C@H](OCc1ccccc1)C2
  0.4% | x | x | x | x | x | -28.6% | 6.4% | -1.1%
CC(=O)c1cc(CN2CCC(N3CCC(C(=O)NC(C)C)CC3)CC2)cs1
  11.1%[60.1 µM] | -10.9% | 0.2% | 3.5% | 2.6% | -1.0% | -5.4% | -2.4% | -4.7%
Cc1c(C(=O)Nc2ccc(C(C)C)cc2)sc2nc3n(c(=O)c12)CCC3
  -11.7% | 66.6%[activator] | -0.2% | -10.9%[59 µM] | 0.0% | -22.5% | -8.4% | x | -11.3%
CCC(=O)c1ccc(N2CCN(C(=O)c3ccccc3F)CC2)c(F)c1
  -14.4% | -8.3% | -5.6% | -6.2%[59 µM] | 21.2% | -30.4% | 27.9% | 11.1% | -6.1%
CC1(C)SC2C(NC(=O)COc3ccccc3)C(=O)N2C1C(=O)O (stereo not drawn)
  0.0% | -3.2%&-2.3% | 2.5%&-2.0% | 39.8µM*! | 16.2% | -3.0% | -28.4%&-8.9% | 1.4%&-1.0%&-10.3% | -0.4%&-2.2%
Cc1sc2nc(-c3ccccc3)[nH]c(=O)c2c1-c1ccccc1
  x | 3.3% | 4.2% | 1.5%[59 µM] | 1.5% | 9.8% | x | -1.2% | x
Cc1cc(C)nc(NS(=O)(=O)c2ccc(NS(=O)(=O)c3ccccc3)cc2)n1
  -5.6% | -7.8% | -0.5% | 5.4% | 7.1% | u | 3.9% | 0.7% | 0.7%
COC(=O)C1=C(C)N(Cc2ccccc2)C(=S)N[C@H]1CCc1ccccc1
  x | -17.7% | -4.2% | 6.7%[12.7 µM] | 4.1% | -10.7% | x | 8.5% | x
Cc1cc(C(N)=O)c2cc(Br)ccc2n1
  0.8% | 1.6% | 2.1% | 9.8%[59 µM] | 1.4% | 9.9% | 10.8% | 3.5% | -8.6%
Cc1c(NC(=S)NNC(=O)CCC(=O)O)c(=O)n(-c2ccccc2)n1C
  -0.5% | -1.5% | -3.6% | u | u | -10.6% | -14.4% | 0.0% | -7.5%
CCCc1nnc(NC(=O)CCC(=O)N2CCN(Cc3ccc(C)cc3C)CC2)s1
  -9.3% | -9.5% | -1.9% | -4.3% | 4.2% | -15.3%[57.1 µM] | 3.5% | 23.9% | -11.1%
COc1cc(/C=N/n2nnnc2N)ccc1OCC(N)=O
  10.9% | -5.1% | -3.5% | x | 20.5% | 1.3% | 14.5% | -1.5% | -1.3%
O=C(NCc1ccco1)C1CCN(S(=O)(=O)N2CCC3(CC2)OCCO3)CC1
  -12.4%[60.1 µM] | -2.7% | 0.2% | 15.0%[59 µM] | -2.6% | -4.6% | 15.5% | -3.2% | 1.9%
COc1ccc(C2C(C(N)=O)=C(C)Nc3nc(SCc4ccccc4Cl)nn32)cc1OC (stereo not drawn)
  -2.5% | -8.8% | -5.2% | 12.1%[59 µM] | 19.7% | 5.7% | -5.0% | x | -11.0%
O=C(/C=C/c1cccs1)Nc1cccc(NC(=O)/C=C/c2cccs2)n1
  -7.5% | -9.6% | -11.5% | 2.0%[59 µM] | 21.5% | -33.9% | 9.2% | -0.7% | -8.8%
Cc1cc(C(=O)CN2C(=O)NC(C)(CC(C)C)C2=O)c(C)n1-c1ccc2c(c1)OCO2 (stereo not drawn)
  -17.1% | 1.1% | -1.8% | 8.2%[59 µM] | -4.9% | u | 14.5% | 2.7% | -19.6%
Cc1cc(C)n(-c2ccc(Cl)c(C(=O)NCc3ccccc3)n2)n1
  -8.9% | -6.0% | -2.8% | 8.2% | 33.4% | -11.7% | 100.1%[activator] | 2.7% | -14.2%
CCN(Cc1ccccc1)C(=O)c1cc2c(=O)oc3ccc(C)cc3c2s1
  2.0%&0.0% | u | -7.2%&4.3% | 31.8%[59 µM] | 22.0%&31.5% | 6.9%&62.9% | 45.7%&-5.7%[activator] | u | -19.0%&-6.3%
CCCCc1cc(=O)oc2cc(C)cc(OCC(=O)NCC3CCC(C(=O)O)CC3)c12 (stereo not drawn)
  15.9% | -10.3% | -1.3% | 15.5%[12.7 µM] | -15.5% | -7.7% | 16.9% | 27.8% | -0.9%
CCOc1ccsc1C(=O)O
  8.7% | -7.1% | -6.8% | 29.0%[59 µM] | 0.0% | -9.1% | 19.6% | 0.0% | -11.7%
Cn1c[n+](C)cc1-c1ccc(/C(N)=N/O)cc1
  -4.2% | 4.3% | 5.6% | -3.3%[59 µM] | 7.9% | 10.4% | 107.4%[activator] | u | 5.3%
CCOc1ccccc1NCc1nnc2n1CCCCC2
  -3.0%[60.1 µM] | -13.6% | -0.9% | 13.1%[59 µM] | 3.3% | -0.6% | 6.2% | x | -9.4%
COc1ccc(/C=C/C(=O)NCc2cn(C)nc2C)cc1COc1ccc(Cl)cc1Br
  -9.8% | u | -2.8% | 15.2%[59 µM] | 15.5% | -1.9% | u | -1.8% | -14.1%
COc1ccccc1NC(=O)NCC(c1ccco1)N1CCCCC1 (stereo not drawn)
  3.0% | -6.3% | -3.0% | 0.4% | -8.9% | -4.6% | 31.0% | -4.9% | -15.3%
COc1ccc(CCn2cnc3c([nH]c4ccccc43)c2=O)cc1
  -18.5% | -8.5% | -8.7% | 6.8% | u | -0.8% | -3.5% | -2.1% | -8.7%

Looked up above:
`COc1cc(/C=N/n2nnnc2N)ccc1OCC(N)=O` in Apoferritin bind is listed with -5.1%
`O=S(=O)(c1ccc(F)c(F)c1)N1CCN(c2ccccn2)CC1` in POLH inh is listed with 1.1%

Additional entries follow.
Every second line gives: Pol kappa inh | Apoferritin bind | BLM helicase inh | G9a block | POLB inh | BAZ2B inh | POLI inh | APE1 inh | POLH inh
CCOc1ccc(CN2CCNC(=O)C2CC(=O)N(C)C2CCCCC2)cc1 (stereo not drawn)
  -3.7% | -15.5% | 0.9% | 18.3%[59 µM] | 39.2%[activator] | -9.1% | 4.0% | 3.5% | -2.8%
Cc1ccc2cc(CN(c3ccc(C)c(C)c3)S(C)(=O)=O)c(=O)[nH]c2c1
  -6.8% | -19.8% | 3.2% | 13.3% | -21.3% | -0.4% | -22.2% | -2.6% | -9.5%
CC(NC(=O)C1CCC(=O)N1Cc1ccccc1Cl)c1ccccc1 (stereo not drawn)
  1.0% | 2.2% | -2.8% | 35.9% | 75.5% | 7.2% | 9.4% | -3.6% | -11.6%
CN(CC(=O)Nc1cccc(C(F)(F)F)c1)S(=O)(=O)c1ccc2[nH]c3c(c2c1)CCCC3
  -4.7% | 1.3% | -14.0% | u | 6.0% | -27.7% | 20.1% | x | -19.0%
CCCS(=O)(=O)N1CCCC(C(=O)NCCCN(Cc2ccccc2)C(C)C)C1 (stereo not drawn)
  -5.6% | -9.8% | 1.3% | x | 7.5% | -4.2% | 27.9% | -3.4% | -17.5%
CC(=O)Nc1ccc(-c2sc(Nc3cccc4ccccc34)n[n+]2-c2ccccc2)cc1
  5.2% | -14.2% | -2.0% | 44.7µM* | 26.8% | u | 25.6% | 6.0% | -5.9%
COc1ccc(/C=C2\C(=N)N3N=C(CC(=O)N4CCOCC4)SC3=NC2=O)cc1
  0.3% | -3.1% | -4.0% | 15.7%[59 µM] | 2.9% | u | u | 67.3%[activator] | -6.9%
CC(=O)C(Cc1ccc(Cl)nc1)Cc1ccc(Cl)nc1
  10.4% | -9.4% | -3.1% | 29.7% | 7.7% | 7.9% | -8.2% | 1.1% | -14.5%
CC(C)CN(C(=O)Cn1c(C(F)(F)F)nc2ccccc21)C1CCS(=O)(=O)C1 (stereo not drawn)
  -23.1% | x | x | 10.1% | x | 7.0% | 33.0%[activator] | -2.9% | -11.0%
COc1cccc(C(=O)NC(=S)Nc2ccccc2N2CCCC2)c1
  -2.8% | -21.8% | -19.0% | 2.8%[12.7 µM] | 7.8% | 28.2µM* | 66.3%[activator] | 11.5% | -12.4%
COc1cc(/C=C/CN2CCC(Oc3ccc(C(=O)N4CCCC4)cc3)CC2)ccc1O
  -7.3% | -18.4% | 2.9% | x | -0.2% | 13.7% | 10.0% | 6.7% | -3.4%

The list is partial. The share of hits here may be higher or lower than overall.
